# Yp Topo-I inh: blocks Yersinia pestis topoisomerase I activity; Y. pestis Topo-I cleavage product accumulation, plate reader; activity, % at 10 µM; 360,000 tested, 0.064% active; in the data active = activity above about 50%, passing the limit was not always enough; inconclusive = no clear call, values can overlap the other calls; also: inactives centre near 2
# CCHF vOTU inh: CCHFV vOTU protease inhibition; inhibition, % at 11.5 µM; AID 651958; 370,000 tested, 0.55% active; Pep-AMC fluorescence; in the data active = inhibition above about 30%; also: 0% = vehicle wells with enzyme and 100% = no enzyme wells
# FadD28 FP inh: M. tuberculosis FadD28 bisubstrate binding inhibition; FadD28 bisubstrate probe binding, fluorescence polarization; inhibition, % at 12.5 µM; 360,000 tested, 0.22% active; in the data active = inhibition above about 8.5%, passing the limit was not always enough; inconclusive = no clear call, values can overlap the other calls
# BoNT-F LC inh: BoNT F light chain protease inhibition | Multiplex microsphere protease cleavage assay, flow cytometry | inhibition, % at 10 µM | 360,000 tested, 0.22% active | AID 588497; in the data active = inhibition above about 35%, passing the limit was not always enough; inconclusive = no clear call, values can overlap the other calls; also: plate controls were buffer without enzyme for full effect and enzyme alone for no effect
# PfHsp40 yeast: restores yeast growth despite PfHsp40 toxicity | S. cerevisiae expressing PfHsp40, growth rescue, ATP luminescence | growth rescue, % at 12.5 µM | 340,000 tested, 0.68% active; in the data active = growth rescue above about 28%, passing the limit was not always enough; inconclusive = no clear call, values can overlap the other calls;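 also: yeast W303a lacking pdr1 and pdr3 grown in galactose medium; growth measured after three days at 30 °C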
# BoNT-A LC inh2: inhibitors of Botulinum neurotoxin A light chain protease. multiplex microsphere protease substrate cleavage, flow cytometry. inhibition, % at 10 µM. 360,000 tested, 0.17% active; also: plate controls were buffer without enzyme for full effect and enzyme alone for no effect
# PrPC surface inh: reduces human prion protein on the cell surface | 370,000 tested, 0.43% active | AID 720596 | cell surface PrPC, TR-FRET read-out | P04156 | inhibition, % at 13.8 µM; in the data active = inhibition above about 24%; also: 0% = median of the test wells and 100% = reference compound wells
# TcdB inh: TcdB glycohydrolase inhibition; 350,000 tested, 0.24% active; TcdB glycohydrolase enzymatic assay, plate reader; inhibition, % at 9.99 µM; P18177; in the data active = inhibition above about 10%
# Anthrax LF prot: blocks Bacillus anthracis lethal factor protease; multiplex microsphere protease cleavage assay, LF; inhibition, % at 10 µM; 360,000 tested, 0.12% active; AID 588501; also: plate controls were buffer without enzyme for full effect and enzyme alone for no effect
# Target sequence (P15917 whole entry, looked up): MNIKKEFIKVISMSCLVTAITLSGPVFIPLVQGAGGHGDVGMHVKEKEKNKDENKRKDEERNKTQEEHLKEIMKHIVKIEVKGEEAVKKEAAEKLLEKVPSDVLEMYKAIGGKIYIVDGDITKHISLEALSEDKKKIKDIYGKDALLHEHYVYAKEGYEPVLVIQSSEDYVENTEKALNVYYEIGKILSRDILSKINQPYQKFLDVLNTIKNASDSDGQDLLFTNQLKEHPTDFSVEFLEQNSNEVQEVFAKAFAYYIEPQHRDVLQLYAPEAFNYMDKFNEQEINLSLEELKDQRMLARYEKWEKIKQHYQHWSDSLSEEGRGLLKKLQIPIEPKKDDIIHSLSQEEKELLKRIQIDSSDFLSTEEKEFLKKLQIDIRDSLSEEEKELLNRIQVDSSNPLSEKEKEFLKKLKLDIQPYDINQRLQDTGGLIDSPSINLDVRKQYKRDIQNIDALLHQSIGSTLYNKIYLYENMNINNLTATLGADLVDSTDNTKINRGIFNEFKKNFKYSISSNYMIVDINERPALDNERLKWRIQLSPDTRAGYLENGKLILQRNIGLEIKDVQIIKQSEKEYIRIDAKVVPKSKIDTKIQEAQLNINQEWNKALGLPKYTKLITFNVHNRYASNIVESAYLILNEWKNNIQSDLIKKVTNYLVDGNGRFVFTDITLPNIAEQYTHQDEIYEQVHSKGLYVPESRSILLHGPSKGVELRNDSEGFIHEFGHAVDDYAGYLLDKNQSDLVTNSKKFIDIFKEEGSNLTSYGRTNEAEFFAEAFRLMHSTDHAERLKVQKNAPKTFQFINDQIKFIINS
# * = called active by the depositor; ? = inconclusive; . = no result given. Rule as the data show it, unless noted: active = inhibition above about 30%; inconclusive = no clear call, values can overlap the other calls; inactive = below that. Rows are unselected; overall some 2.3% were active at least once.
item	Molecule	Yp Topo-I inh	BoNT-F LC inh	FadD28 FP inh	PrPC surface inh	TcdB inh	Anthrax LF prot	BoNT-A LC inh2	CCHF vOTU inh	PfHsp40 yeast
1	O=C(CSc1nnc(-c2ccco2)n1-c1ccccc1)Nc1c(Cl)cc(Cl)cc1C(=O)O	3.0	-2.2	-2.2	-3.2	1.1	4.2	-0.1	4.7	-0.5
2	CSc1ncccc1C(=O)N1CCN(C(=O)c2ccccc2)CC1	5.6	5.3	.	2.6	1.2	8.9	-2.4	0.3	-0.9
3	CCCCCOC(=O)C1=C(C)NC(=O)NC1c1ccc(N(C)C)cc1 (configuration not stated)	0.7	6.4	-4.1	-2.6	0.4	-3.1	1.8	-3.1	-1.6
4	CC(C)c1ccc2nc3sc(C(=O)N4CCc5ccccc5C4)c(N)c3cc2c1	-0.9	23.4	-4.1	1.8	.	17.7	21.2	0.8	-1.7
5	Cc1ccccc1CC(=O)N1CCN(C(=O)c2ccco2)CC1	-7.5	-7.3	-3.8	6.7	1.2	1.5	0.7	-1.3	0.1
6	CCC1=[N+](CC(=O)c2ccc(C)cc2)CCn2c(C)ccc21	-1.3	-1.1	-1.3	-4.1	1.5	0.7	6.2	2.3	-0.4
7	COc1ccc(NC(=O)COC(=O)CCC2CCCCC2)cc1	11.9	0.1	0.9	-4.2	-1.2	-1.8	-0.5	2.8	0.4
8	CCOc1ccc(CCNC(=O)c2cccc(NC3=NC4CS(=O)(=O)CC4S3)c2)cc1 (configuration not stated)	-5.7	-10.5	-1.1	4.3	0.0	4.4	-0.4	-0.6	-1.5
9	Cc1cc2c(=O)oc(-c3ccc(Br)cc3)nc2s1	7.5	?	-3.8	-0.2	-0.2	-2.9	6.3	2.4	0.6
10	Cc1ccc(F)c(S(=O)(=O)NC(=O)C2(C)CCN2C(=O)Cc2ccc(C(C)(C)C)cc2)c1 (configuration not stated)	-4.5	2.9	-0.2	8.3	-1.4	1.6	-0.1	16.3	.
11	COc1ccc2nc3sc(C(=O)NCCN4CCc5ccccc5C4)cc3cc2c1	1.2	12.7	-10.1	-40.1	6.4	0.2	7.9	0.6	3.0
12	COc1ccc(Cl)cc1N(C(C)=O)c1nc(C)cc(C)c1C#N	-3.8	0.4	-2.4	3.5	-0.7	5.8	-2.5	-3.8	0.3
13	COC(=O)Cc1c(C)nc2nc(NCc3c(F)cccc3Cl)[nH]n2c1=O	-9.6	1.4	-0.7	1.5	.	0.8	0.1	3.6	0.3
14	COc1ccc(NC(=O)C2CCCCC2)cc1S(=O)(=O)N1CCOCC1	-0.2	9.1	-2.1	2.5	1.0	3.5	0.1	-4.9	-0.5
15	O=C(CCc1nnc2n(Cc3ccc(Cl)cc3)c(=O)c3ccccc3n12)NCCCN1CCOCC1	-3.0	6.0	-0.7	-1.3	1.3	1.9	2.7	10.1	-0.9
16	COc1ccc(C(C)(NC(C)=O)c2nc(-c3cccc(C(=O)O)c3)cs2)cc1 (configuration not stated)	-7.9	-0.7	-4.8	-2.1	0.7	5.1	0.0	1.0	.
17	Cc1ccccc1Nc1nc(N)nc(COc2ccc(C#N)cc2)n1	3.5	-4.3	-2.4	-1.9	1.9	-3.4	0.3	5.3	-1.2
18	O=Cc1ccc(Oc2cccc(C(F)(F)F)c2)nc1	0.7	2.6	0.0	-0.9	0.9	-1.5	0.0	4.0	0.4
19	Cc1cc(C(F)(F)F)nn1CC(=O)NCc1ccco1	-0.3	-4.2	-3.5	1.7	2.6	0.6	0.4	-10.2	-0.5
20	Cc1cc(C)[n+](C)n1CC(O)Cn1c2ccccc2c2ccccc21 (configuration not stated)	5.0	-1.8	0.0	6.7	1.2	-6.6	0.0	-14.6	-0.3
21	CCN(CC)CC(=O)c1c[nH]c2ccc(C)cc12	-8.2	-57.3	-5.6	-6.3	.	3.0	-0.7	7.7	0.0
22	Cc1ccc(C)c(OCCCC(=O)Nc2ccccc2C(N)=O)c1	-3.3	-1.9	-1.1	-8.6	-0.1	2.0	0.1	-14.3	0.3
23	CC1(C)Cc2c(C#N)c(OCC(=O)c3ccc(Cl)cc3)nc(-c3ccco3)c2CO1	-7.1	-10.4	-3.0	4.1	.	1.1	-0.3	0.6	-0.2
24	COc1ccc(-n2c(=O)[nH]cc(C(=O)Nc3ccc4c(c3)OCO4)c2=O)cc1OC	12.3	1.1	-3.8	4.5	0.3	1.8	3.3	-2.5	0.1
25	Cn1c(CC(=O)Nc2ccccc2Cl)nnc1SCC(=O)NC1CCCCC1	7.7	-21.6	-0.5	5.4	0.9	-6.1	-2.9	16.7	-1.1
26	CCN(CC(=O)Nc1cc(C)nn1-c1nc(C)cc(C)n1)Cc1ccccc1	6.7	3.0	-4.4	-2.7	.	-0.4	-0.1	0.1	-0.6
27	O=C(C1CC1)N1CCCC(c2ccc(Cl)cc2)=N1	24.7	-7.6	-0.4	-1.3	0.2	-1.5	-0.5	5.9	?
28	NC(=O)CSc1nnc2sc3ccccc3n12	-3.3	-0.3	-0.9	21.2	.	-1.0	0.5	-1.2	0.7
29	N#Cc1cc(-c2ccccc2)nn1-c1ccccc1	1.2	-10.6	-0.9	-7.0	.	-2.9	-1.1	2.1	0.3
30	O=S(=O)(c1ccccc1)N1CCN=C1SCc1ccc(Cl)c(Cl)c1	1.3	-3.2	-3.3	6.6	.	-0.6	-0.4	1.1	0.9

# Reformatted with two lines to a compound: part of the list above.
# Values run as follows: Yp Topo-I inh	BoNT-F LC inh	FadD28 FP inh	PrPC surface inh	TcdB inh	Anthrax LF prot	BoNT-A LC inh2	CCHF vOTU inh	PfHsp40 yeast
15) O=C(CCc1nnc2n(Cc3ccc(Cl)cc3)c(=O)c3ccccc3n12)NCCCN1CCOCC1
→ -3.0	6.0	-0.7	-1.3	1.3	1.9	2.7	10.1	-0.9
16) COc1ccc(C(C)(NC(C)=O)c2nc(-c3cccc(C(=O)O)c3)cs2)cc1 (configuration not stated)
→ -7.9	-0.7	-4.8	-2.1	0.7	5.1	0.0	1.0	.
17) Cc1ccccc1Nc1nc(N)nc(COc2ccc(C#N)cc2)n1
→ 3.5	-4.3	-2.4	-1.9	1.9	-3.4	0.3	5.3	-1.2

# (more compounds)
item	Molecule	Yp Topo-I inh	BoNT-F LC inh	FadD28 FP inh	PrPC surface inh	TcdB inh	Anthrax LF prot	BoNT-A LC inh2	CCHF vOTU inh	PfHsp40 yeast
31	O=C(NC1CCCCC1)C1CCN(C(=O)c2ccccc2Cl)CC1	9.1	-18.1	-0.7	0.5	1.6	1.9	-2.1	10.8	-0.5
32	O=C(NCCc1ccccc1)C(=O)NCCC1CCCCN1S(=O)(=O)c1cccs1 (configuration not stated)	39.7	-13.1	-1.3	7.6	1.9	-0.5	-2.7	0.6	-0.8
33	Cc1ccc(NC(=O)CN2CCCC2)c2c1CC(C)(C)O2	-4.5	-5.7	-1.6	-3.1	0.4	0.3	0.0	-1.2	-1.6
34	Nc1cccc(-c2nc3ncccc3o2)c1	6.0	11.4	-1.7	4.2	-0.2	10.6	5.0	-9.1	-0.2
35	CCCn1c(=O)c2c(nc3n2CCS3)n(C)c1=O	-0.6	2.9	-4.0	-1.3	1.5	3.5	0.0	-9.2	5.7
36	CC1CCN(c2cc(N3CCN(C(=O)c4ccc(F)c(F)c4)CC3)c([N+](=O)[O-])cc2F)CC1	39.9	-6.5	-1.3	-2.5	.	-0.4	-0.5	9.3	6.0
37	COc1ccc(-c2noc(C3CCCN(S(=O)(=O)c4ccc(C)c(Cl)c4)C3)n2)cc1OC (configuration not stated)	14.4	-13.8	-2.1	-4.2	.	-0.5	-0.7	-16.6	2.1
38	CC1=NNC(=O)C1CC(=O)N/N=C/c1cccs1 (configuration not stated)	-3.7	?	-1.6	0.5	-0.4	1.2	?	-5.5	-0.6
39	Cc1ccc(NC(=O)CCS(=O)(=O)c2ccc3c(c2)NC(=O)C(C)S3)nc1 (configuration not stated)	4.3	-3.5	-0.9	-8.5	0.7	-3.0	0.7	2.0	0.3
40	Cc1cccc(NC(=O)c2nc[nH]c2C(=O)NCCCCCCNC(=O)c2[nH]cnc2C(=O)Nc2cccc(C)c2)c1	3.4	1.3	-2.6	2.4	-0.7	-4.6	-0.8	-7.2	-1.0
41	N#CCOc1nc(N2CCOCC2)nc(N2CCOCC2)n1	-0.6	-5.8	-2.5	0.2	.	-9.4	-1.4	-1.0	-1.0
42	CCc1nc2ccc(C(=O)N(C)C(C)C)cn2c1N(CC)Cc1cccc(Br)c1	22.3	-1.3	-3.0	9.6	0.4	-4.7	-0.2	16.1	.
43	O=C(CN(C(=O)Cn1nnc(-c2ccc(F)cc2)n1)c1cnc2ccccc2c1)NCC1CCCO1 (configuration not stated)	4.3	0.5	-1.7	-0.9	0.3	-8.0	-0.7	-7.7	-0.5
44	Cc1ccccc1CN1CCN(c2ccc(S(=O)(=O)N3CCCC3)cn2)CC1	4.0	6.8	-1.3	-2.5	2.9	-0.5	-1.9	-1.8	1.0
45	COc1ccc(-c2nnc3ccc(SCC(=O)Nc4nc5ccc(C)cc5s4)nn23)cc1OC	2.0	-1.8	0.7	2.9	.	-0.7	-0.6	-7.5	-0.9
46	Cn1c(=O)c(=O)n(C)c2cc(S(=O)(=O)N3CCN(c4ccccc4F)CC3)ccc21	0.7	2.5	-0.8	-3.9	.	-3.0	0.6	-11.1	0.6
47	Cc1ccc(S(=O)(=O)N2CCC(C(=O)N[C@@H](Cc3ccccc3)C(=O)O)CC2)cc1	-1.0	6.2	-2.9	3.8	.	-3.7	0.1	-5.7	0.2
48	O=C1C2C3C=CC(C3)C2C(=O)N1Cc1ccc(CN2C(=O)C3C4C=CC(C4)C3C2=O)cc1 (configuration not stated)	-2.4	2.0	0.2	4.2	.	-2.1	0.3	2.0	-0.6
49	CNC(=O)C1=C(C)NC(=S)NC1c1cc2c(cc1OC)CCCC2 (configuration not stated)	3.3	-7.4	0.5	-6.4	.	-2.0	0.5	-14.3	0.4
50	CCOc1cc(NC(=S)Nc2cccc(OC)c2)c(OCC)cc1NC(=O)C(C)C	-6.9	-3.2	-1.4	3.6	.	-5.6	?	7.6	-0.9
51	COc1ccc(C2CC(=O)C3=C(C2)Nc2ccccc2N(C(=O)CCC(=O)O)C3c2ccc(F)cc2)cc1OC (configuration not stated)	-5.8	0.2	-2.2	6.5	1.5	4.7	-1.2	3.4	0.4
52	CCCNC(=S)N1CC2(C)CN(C(=O)C(=O)OCC)CC(C)(C1)C2=O	-3.8	-0.6	-1.6	6.5	1.1	0.7	-1.6	-1.1	0.4
53	CCN(CC)c1ccc(CNCc2cccs2)cc1	-0.4	1.2	0.1	10.7	-1.3	-7.2	0.4	1.4	0.0
54	CCOC(=O)c1cccc(NC(=O)CC2Oc3ccccc3NC2=O)c1 (configuration not stated)	3.8	29.3	-1.2	1.4	0.2	-20.0	-1.8	10.2	4.7
55	CCCCCCN1CCN(C2CN(Cc3ccc(F)cc3)S(=O)(=O)C2)CC1 (configuration not stated)	.	-2.1	0.3	-5.2	-0.3	-9.0	0.4	-1.7	.
56	COc1ccc(CCN(C)CCc2ccc(OC)c(OC)c2)cc1OC	2.9	-7.9	-4.2	-4.6	1.7	-3.5	-0.5	2.9	0.8
57	Cc1ccccc1N(CC(=O)NCC1CCCO1)C(=O)CCC(=O)Nc1nccs1 (configuration not stated)	6.0	-22.4	1.8	-4.7	1.2	-6.2	-10.5	11.1	0.4
58	Cc1nn(CC(=O)NCCN2CCOCC2)c(=O)c2cc3sccc3n12	-9.2	-3.6	-4.3	0.7	1.3	-2.0	1.1	4.6	-0.8
59	COc1ccc(N2CC(NS(=O)(=O)c3cccnc3)CC2=O)cc1 (configuration not stated)	9.5	.	-1.3	-0.2	-0.4	.	.	-7.8	0.0
60	CC(C(=O)OCC(=O)c1ccc(Br)cc1)N1C(=O)C2C3CCC(C3)C2C1=O (configuration not stated)	10.5	1.7	-3.0	5.0	1.7	3.6	0.7	7.0	-0.8
61	CC(C)c1ccc(NC(=O)CN2C(=O)COc3ccc(S(=O)(=O)N4CCOCC4)cc32)cc1	-7.8	2.8	-0.7	-0.5	-0.4	-2.2	1.5	-1.6	-0.5
62	CC(Sc1ccccc1)C(=O)NN=C1CCN(C)CC1 (configuration not stated)	1.2	-1.9	-2.7	-0.7	0.7	1.6	-0.8	-2.9	-0.4

# High-throughput results as filed in PubChem BioAssay.
